GRK2 aptamer HTS – human GRK2 inhibition via aptamer displacement | 0.59% of 330,000 active | bead flow cytometry, FAM-aptamer displacement from GRK2 | P25098 | inhibition of aptamer binding, % at 10 µM;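 active = inhibition of aptamer binding above 40%, roughly 3 SD of noise, on plates passing a quality check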;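 note: median bead fluorescence of bound FAM aptamer so fluorescent compounds give negative values; no value below 0 was filed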
Fam108B counter – counter-screen for RBBP9 inhibitors: inhibitors of mouse Fam108B; recombinant Fam108B, FP-Rh probe fluorescence polarization; inhibition, % at 9.51 µM; 0.33% of 300,000 active; AID 1947;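 active = inhibition above the screen mean inhibition plus 3 SD, computed separately per campaign, cut at about 18% in these data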;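 note: inhibitors lower polarization as less probe binds the enzyme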
GLD-1 TGE inh – GLD-1-TGE RNA interaction inhibition (C. elegans) | Q17339 | purified GLD-1 + fluorescein TGE RNA, fluorescence polarization | inhibition, % at 5.96 µM | 0.44% of 320,000 active | AID 2280;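 active = percent inhibition above a per-plate cutoff, the plate mean of test compounds plus 3 SD, cut at about 30% in these data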;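 note: 0% = DMSO wells with GLD-1 and probe and 100% = wells lacking GLD-1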
Target sequence (Q17339 whole entry, looked up): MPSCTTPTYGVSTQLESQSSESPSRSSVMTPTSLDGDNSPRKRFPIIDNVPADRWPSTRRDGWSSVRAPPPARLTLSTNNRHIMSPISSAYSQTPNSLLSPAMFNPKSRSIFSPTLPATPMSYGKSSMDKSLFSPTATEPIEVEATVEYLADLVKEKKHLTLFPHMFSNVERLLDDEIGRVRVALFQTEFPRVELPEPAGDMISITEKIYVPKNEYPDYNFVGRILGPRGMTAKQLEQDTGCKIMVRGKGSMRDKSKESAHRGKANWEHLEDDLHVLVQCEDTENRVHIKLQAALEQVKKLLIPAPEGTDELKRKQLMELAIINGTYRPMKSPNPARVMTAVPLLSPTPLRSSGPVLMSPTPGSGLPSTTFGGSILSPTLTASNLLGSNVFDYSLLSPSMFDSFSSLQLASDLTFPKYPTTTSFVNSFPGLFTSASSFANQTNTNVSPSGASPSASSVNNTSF
Efflux pump mplx – inhibitors of Candida antifungal efflux pumps expressed in yeast | AID 485275 | S. cerevisiae Candida pump triplex, Nile Red efflux | inhibition, % at 10 µM | 0.44% of 330,000 active;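 active = plate passing quality check with inhibition over a set limit, or well fluorescence over plate mean plus 4 SD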;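 note: Nile Red retained in pooled yeast measured as flow cytometry median fluorescence; 0% = buffer negative control and 100% = Enniatin B positive control; higher means more Nile Red kept so more efflux inhibition; some compounds called inactive have numbers as strong as hits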
VLA-4 inh – inhibition in a human VLA-4 binding assay. VLA-4 expressing cells, ligand binding flow cytometry. inhibition, % (about 7 µM as worked out from the volumes in the protocol). 0.2% of 330,000 active; in the data active = inhibition above about 50%
MCL1 BIM primary – disrupts human MCL1 binding to BIM-BH3 peptide; 0.68% of 320,000 active; Q07820; GST-MCL1 / FITC-Bim-BH3 fluorescence polarization; AID 2057; inhibition, % at 10.9 µM;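 active = inhibition above the mean inhibition of all tested compounds plus 3 SD, set per campaign, cut at about 40% in these data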;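 note: 0% = DMSO wells and 100% = unlabeled Bim-BH3 peptide control; higher means more loss of mP so more displacement of Bim peptide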
PME-1 inh – blocks human protein phosphatase methylesterase 1; Q9Y570; recombinant PME-1, FP-Rh probe fluorescence polarization; inhibition, % at 5.9 µM; 0.53% of 320,000 active;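 active = inhibition above the campaign mean of all compounds plus 3 SD, cut at about 26% in these data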;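 note: competitive labeling of PME-1 active site by serine hydrolase directed probe; 0% = PME-1 with DMSO and 100% = wells lacking PME-1 enzyme; inhibitors block probe labeling so polarization falls and inhibition rises; many of its hits are not listed in these tables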
BCLXL inh – blocks human Bcl-xL binding to Bim BH3 peptide. Q07817. GST-Bcl-xL / FITC-Bim BH3 peptide fluorescence polarization. inhibition, % at 10.9 µM. 0.7% of 320,000 active;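 active = inhibition above the mean of all tested compounds plus 3 SD, cutoff set per campaign, cut at about 30% in these data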;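 note: 0% = DMSO wells and 100% = unlabeled Bim-BH3 peptide competitor; inhibitors lower millipolarization by displacing the labeled peptide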
MEX-5 binding – C. elegans MEX-5 TCR-2 RNA binding activity; MEX-5/FITC-TCR2 RNA binding, fluorescence polarization; active compounds read low; activity score (negative = inhibition of binding), % at 10 µM; 0.38% of 300,000 active; Q9XUB2;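 active = inhibition past about -25% in most replicates, and total fluorescence under double the plate's negative control median, limit read from the data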;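 note: 0% = DMSO and -100% = 5 µM competing unlabeled TCR2 RNA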
Target sequence (Q9XUB2 whole entry, looked up): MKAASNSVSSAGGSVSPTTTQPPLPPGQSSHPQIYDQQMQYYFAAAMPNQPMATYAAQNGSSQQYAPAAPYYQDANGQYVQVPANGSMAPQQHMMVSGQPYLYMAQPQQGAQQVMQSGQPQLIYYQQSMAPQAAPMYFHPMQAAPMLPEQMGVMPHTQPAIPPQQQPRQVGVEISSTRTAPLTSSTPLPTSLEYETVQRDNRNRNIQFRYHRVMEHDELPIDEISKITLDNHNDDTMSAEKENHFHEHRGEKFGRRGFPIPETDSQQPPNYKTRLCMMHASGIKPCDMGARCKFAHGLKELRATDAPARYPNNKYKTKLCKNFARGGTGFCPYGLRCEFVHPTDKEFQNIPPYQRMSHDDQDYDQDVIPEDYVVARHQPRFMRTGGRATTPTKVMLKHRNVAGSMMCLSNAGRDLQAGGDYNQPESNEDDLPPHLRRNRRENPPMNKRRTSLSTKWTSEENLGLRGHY
Active calls of the source: *; x = no result given. The list is partial, so the mix of outcomes need not match the whole.

no.	canonical_smiles	GRK2 aptamer HTS	Fam108B counter	GLD-1 TGE inh	Efflux pump mplx	VLA-4 inh
1	CC1=C(C(=O)OC(C)C)C(c2cccs2)C(C(=O)OC(C)C)=C(C)N1	3	2	1	-0.4	12
2	Cc1ccc(-c2nc(N)sc2CC(=O)OCC(=O)NCC2CCCO2)cc1 (stereo not given)	5	3	-3	0.2	10
3	O=C1CCCCC(=O)c2ccccc2N1	0	4	1	0.1	6
4	Cc1ccc(N(CC(O)CN2CCCCC2)S(=O)(=O)c2ccccc2[N+](=O)[O-])cc1 (stereo not given)	0	-2	10	0.5	16
5	O=C1C(=O)N(CCS(=O)(=O)c2ccccc2)c2ccc(F)cc21	0	-1	4	0.0	9
6	O=C(CN(Cc1ccco1)S(=O)(=O)c1cccs1)Nc1ccccc1C(F)(F)F	0	-2	-1	0.1	9
7	COc1ccc(NC(=O)CNC(c2ccccc2)c2ccccc2)cc1Cl	0	-5	-3	0.1	12
8	Cc1ccc2c(c1)N(CC(=O)NC(C)CCc1ccccc1)C(=O)c1cccnc1O2 (stereo not given)	3	6	2	0.6	-5
9	CCN(CC)S(=O)(=O)c1ccc(O)c(C(=O)OCC(=O)Nc2cc(C)c(C)cc2[N+](=O)[O-])c1	1	-8	1	0.1	-5
10	COc1ccc(N2C(=O)/C(=C/c3ccc([N+](=O)[O-])cc3)C=C2c2ccccc2)cc1	0	-3	-2	0.2	-162
11	Cc1ccc(C)c(N2CCN(C(=O)CCCN3C(=S)NC(C)(C)CC3C)CC2)c1 (stereo not given)	5	3	2	-0.1	-9
12	CC1CCCCN1c1nc(-c2ccncc2)nc2ccccc12 (stereo not given)	2	0	-6	0.0	-3
13	Cn1c(COc2ccccc2)nnc1SCC(=O)Nc1ccc(N2CCOCC2)c(Cl)c1	3	-1	-13	-0.3	-2
14	CCCOC(=O)/C(=C\C=C\c1ccccc1)NC(=O)c1ccccc1	2	-3	-6	0.2	1
15	Cc1ccc(S(=O)(=O)N/N=C\c2ccc3c(c2)OCO3)cc1	3	2	3	0.0	15

no.	MCL1 BIM primary	PME-1 inh	BCLXL inh	MEX-5 binding
1	1	4	3	-0.5
2	1	-4	4	0.7
3	7	-7	5	-2.8
4	-3	-1	2	-4.6
5	7	-2	4	2.2
6	12	1	8	1.5
7	-1	2	2	0.8
8	-1	2	-3	0.4
9	1	-2	-2	-0.4
10	0	-2	6	-3.2
11	14	-6	7	0.4
12	-1	-1	1	1.2
13	-4	4	-2	-0.2
14	1	2	1	0.3
15	-2	2	4	0.1

The list goes on.
no.	canonical_smiles	GRK2 aptamer HTS	Fam108B counter	GLD-1 TGE inh	Efflux pump mplx	VLA-4 inh
16	O=C(CN1CCN(CC(=O)Nc2ccccc2Cc2ccccc2)CC1)Nc1ccccc1Cl	2	4	-3	-0.2	0
17	COCCCN(Cc1ccco1)C(=O)Cn1ncc2c(=O)oc3ccc(C)cc3c21	1	-3	3	-0.3	14
18	COc1cc2c(cc1OC)CN(Cc1cccs1)CC2	0	2	0	0.0	-5
19	O=C(NCc1cccnc1)C(=O)NCC1OCCN1S(=O)(=O)c1ccccc1 (stereo not given)	0	4	-12	0.0	-2
20	CC1(C)CC(NC(=O)CC2CCCCC2)CC(C)(C)N1	0	2	2	0.1	5
21	O=C(CNC(=O)c1ccccc1)NCC(c1ccco1)N1CCCC1 (stereo not given)	0	x	-1	0.1	10
22	O=C(NCc1ccc2c(c1)OCO2)c1ccc(N2C(=O)C3CCCCC3C2=O)cc1 (stereo not given)	1	-2	1	-0.1	7
23	O=C(NC(=S)NCCc1ccccn1)c1ccco1	4	-4	1	-0.1	15
24	Cc1cc(N2CCN(C)CC2)nc2ccc(NC(=O)c3ccc(Br)o3)cc12	15	6	-6	0.1	-18
25	Cc1ccc(C)c(S(=O)(=O)N2CCN(C(=O)Cn3c(C(F)(F)F)nc4ccccc43)CC2)c1	0	2	7	-0.4	-11
26	CCOCC(=O)Nc1c(C(=O)Nc2ccc(OC)cc2OC)oc2ccccc12	0	1	0	0.1	11
27	Cc1ccccc1OCC(=O)OCC(=O)N1CCCc2ccccc21	1	1	-2	0.0	3
28	CC(=O)N(c1ccccc1Cl)S(=O)(=O)c1ccc(Cl)cc1	1	1	-1	0.0	-4
29	Cc1ccc(NC(=O)c2oc3ccccc3c2NC(=O)C2CCCO2)cc1C (stereo not given)	0	-2	-8	1.0	12
30	O=C(NCC(=O)N1CCN(C/C=C/c2ccccc2)CC1)c1ccc(OC(F)F)cc1	2	x	-1	0.0	-1

no.	MCL1 BIM primary	PME-1 inh	BCLXL inh	MEX-5 binding
16	0	0	19	-1.1
17	7	-4	14	x
18	2	-4	7	-1.5
19	4	3	6	0.0
20	4	3	6	-3.1
21	x	x	x	x
22	4	3	4	-0.1
23	4	-3	0	1.3
24	3	7	2	-1.2
25	-8	-1	-4	-1.0
26	-3	14	3	-0.8
27	6	0	3	3.4
28	-2	-3	7	-1.8
29	3	-9	0	0.9
30	3	-1	0	x

Not a retest: 10 of the compounds above.
no.	canonical_smiles	GRK2 aptamer HTS	Fam108B counter	GLD-1 TGE inh	Efflux pump mplx	VLA-4 inh
19	O=C(NCc1cccnc1)C(=O)NCC1OCCN1S(=O)(=O)c1ccccc1 (stereo not given)	0	4	-12	0.0	-2
20	CC1(C)CC(NC(=O)CC2CCCCC2)CC(C)(C)N1	0	2	2	0.1	5
21	O=C(CNC(=O)c1ccccc1)NCC(c1ccco1)N1CCCC1 (stereo not given)	0	x	-1	0.1	10
22	O=C(NCc1ccc2c(c1)OCO2)c1ccc(N2C(=O)C3CCCCC3C2=O)cc1 (stereo not given)	1	-2	1	-0.1	7
23	O=C(NC(=S)NCCc1ccccn1)c1ccco1	4	-4	1	-0.1	15
24	Cc1cc(N2CCN(C)CC2)nc2ccc(NC(=O)c3ccc(Br)o3)cc12	15	6	-6	0.1	-18
25	Cc1ccc(C)c(S(=O)(=O)N2CCN(C(=O)Cn3c(C(F)(F)F)nc4ccccc43)CC2)c1	0	2	7	-0.4	-11
26	CCOCC(=O)Nc1c(C(=O)Nc2ccc(OC)cc2OC)oc2ccccc12	0	1	0	0.1	11
27	Cc1ccccc1OCC(=O)OCC(=O)N1CCCc2ccccc21	1	1	-2	0.0	3
28	CC(=O)N(c1ccccc1Cl)S(=O)(=O)c1ccc(Cl)cc1	1	1	-1	0.0	-4

no.	MCL1 BIM primary	PME-1 inh	BCLXL inh	MEX-5 binding
19	4	3	6	0.0
20	4	3	6	-3.1
21	x	x	x	x
22	4	3	4	-0.1
23	4	-3	0	1.3
24	3	7	2	-1.2
25	-8	-1	-4	-1.0
26	-3	14	3	-0.8
27	6	0	3	3.4
28	-2	-3	7	-1.8

More compounds follow:
no.	canonical_smiles	GRK2 aptamer HTS	Fam108B counter	GLD-1 TGE inh	Efflux pump mplx	VLA-4 inh
31	O=C(O)/C=C/c1cn(-c2ccccc2)nc1-c1cccc([N+](=O)[O-])c1	4	-6	-4	-0.1	-5
32	CSc1nc(=S)n(-c2cc(C)ccc2C)c(C)c1C(C)=O	1	4	1	0.1	-2
33	NC(=O)Cc1nc(-c2ccccc2)cs1	10	1	0	-0.1	4
34	COc1ccc(-c2csc(NC(=O)Cc3ccccc3F)n2)c(OC)c1	0	-3	3	0.5	1
35	CCN(CC)S(=O)(=O)c1ccc(Cl)c(NC(=O)c2ccc(C#N)cc2)c1	1	0	1	0.2	7
36	COc1ccc(C(=O)CSc2nnc(NC(=O)C3CC(=O)N(c4cccc(OC)c4)C3)s2)cc1 (stereo not given)	0	-6	-10	-0.2	16
37	COc1ccccc1N(C(=O)c1ccco1)C(C(=O)NC1CCCCC1)c1cc(OC)c(OC)c(OC)c1 (stereo not given)	0	-1	-4	-0.2	-1
38	COc1ccc(-c2cc(C(=O)NCc3ccco3)c3ccccc3n2)cc1OC	1	-2	2	0.1	-5
39	Nc1ncc(Br)cc1S(=O)(=O)N1CCCCCC1	0	-1	-4	-0.1	3
40	CC1(C)CC(NC(=O)C2CCC(=O)N(C3CC3)C2)CC(C)(C)C1 (stereo not given)	0	4	2	0.1	2
41	Cc1csc(NC(=O)c2ccc3nc[nH]c3c2)n1	0	0	-3	0.3	15
42	O=C(Nc1ccc(Cl)c([N+](=O)[O-])c1)c1ccco1	0	-3	2	0.1	5
43	CC1CN(CCOc2ccccc2-c2ccccc2)CC(C)O1 (stereo not given)	3	-1	-1	0.5	-5
44	O=C(CC(=O)Nc1ccccc1[N+](=O)[O-])Nc1ccccc1[N+](=O)[O-]	6	0	2	0.0	7
45	COc1cc(OC)cc(-c2nnc(Nc3nc4c(F)cccc4s3)o2)c1	0	19*	-1	0.0	7

no.	MCL1 BIM primary	PME-1 inh	BCLXL inh	MEX-5 binding
31	7	7	9	-0.8
32	7	10	9	1.2
33	-1	-9	3	2.4
34	1	-1	0	-3.8
35	-8	-1	-1	-0.2
36	-8	-7	-3	1.3
37	-4	4	6	0.3
38	5	-9	0	-0.8
39	1	-3	0	-0.6
40	0	1	2	-1.7
41	0	-2	9	2.3
42	15	1	8	-0.3
43	-2	-3	-2	1.8
44	1	4	2	1.7
45	14	61*	8	-1.7

New compounds follow:
no.	canonical_smiles	GRK2 aptamer HTS	Fam108B counter	GLD-1 TGE inh	Efflux pump mplx	VLA-4 inh
46	C=CCOc1ccc2cccc(/C=N/NC(=O)c3cc4cc([N+](=O)[O-])ccc4s3)c2c1	0	0	3	0.0	2
47	CC1(C)C(=O)Nc2ccccc2N1C(=O)COC(=O)COc1cccc(C(F)(F)F)c1	4	2	-1	0.3	21
48	CCOC(=O)N1CCC(NC(=O)CCC(=O)N2CC(C)Oc3ccc(Cl)cc32)CC1 (stereo not given)	2	2	3	0.1	-10
49	O=C(CCC1CCCN(Cc2ccncc2)C1)NCc1ccc(F)c(F)c1 (stereo not given)	8	-3	-3	0.3	4
50	CCN(CC)CCN(C(=O)C1=COCCO1)c1nc2cc3c(cc2s1)OCO3	0	4	2	0.2	2
51	Cc1cccc(C2c3[nH]c4ccccc4c3CCN2C(=O)c2ocnc2C)n1 (stereo not given)	1	-1	-11	-0.1	0
52	Cc1cccc(C)c1NC(=S)NN1CCN(C)CC1	0	1	7	-0.1	5
53	O=C(COc1ccc(Cl)cc1Br)NC1CC1	0	x	4	0.1	3
54	Cc1cc(C)c(C#N)c(SCC(=O)Nc2c(C)n(C)n(-c3ccccc3)c2=O)n1	1	x	1	0.2	7
55	Cc1ccc(NC(=O)COc2ccccc2)c(NC(=O)c2ccccc2C)c1	2	-1	3	0.3	-2
56	Cc1cc(C)c(C)c(S(=O)(=O)Nc2ccccc2N2CCOCC2)c1C	0	x	9	-0.3	23

no.	MCL1 BIM primary	PME-1 inh	BCLXL inh	MEX-5 binding
46	3	-2	4	-11
47	-7	-1	-2	0.0
48	3	-1	0	1.0
49	-7	-1	2	-1.3
50	-1	-2	1	0.7
51	0	3	0	-3.2
52	4	-1	3	-1.7
53	-7	3	-7	x
54	x	x	x	x
55	-4	3	-3	1.3
56	x	x	x	x
